High-throughput results (PubChem BioAssay)
EphA4 KYL inhibition: inhibitors of EphA4 binding to KYL peptide, primary screen, biochemical, colorimetric, mouse EphA4 (AID 689); EphA4-AP binding to KYL peptide, pNPP A405; higher % means a stronger effect; inhibition, % at 10 µM, or IC50 in µM where a hit was titrated; 62,000 compounds, 0.1% hits; in the data active means a potency from the dose series; inactive means the rest, 99 in 100 with inhibition below about 22%
Starred values were filed as active, the others as inactive. The list is partial (hit frequency here may not be typical).

SMILES	EphA4 KYL inhibition
CC(C)(C)NC(=O)CN(C(=O)c1ccc(CN2CCOCC2)o1)c1ccc2c(c1)OCCO2	-2.8%
C=CCOc1c(CNc2ncn[nH]2)cccc1OC	-11.8%
O=C(N/N=C/c1ccc(O)cc1)c1ccc(NC(=O)c2ccccc2Br)cc1	-4.1%
COc1ccc(-c2nc3ccccc3o2)cc1NC(=O)c1ccc(Br)o1	4.8%
CCN=C1SC(CC(=O)Nc2ccc(N3CCOCC3)cc2)C(=O)N1CC (stereo not drawn)	-5.8%
Cc1ccc(CN2CCN(/N=C/c3ccc(Br)s3)CC2)cc1	-7.9%
Cc1ccc(C(=O)N/N=C/c2sc(=O)n(Cc3cccc(C(=O)O)c3)c2Cl)cc1	-5.2%
CCc1c(-c2ccccc2)nc(N)c(C#N)c1-c1cccs1	-12.0%
Nc1nc(Br)c2c(F)cccc2c1-c1ccccc1	-26.4%
Nc1n[nH]c(-c2ccccc2)c1-c1ccccc1	-3.1%
O=C(Nc1ccc(NC(=O)c2ccc(Cl)cc2Cl)c(Cl)c1)c1ccccc1	0.0%
Cn1c(NC(=O)C2CC2)cc(=O)n(C)c1=O	-2.3%
N=c1n(Cc2ccccc2)c2ccccc2n1CC(O)c1ccccc1 (stereo not drawn)	-0.9%
CCCC(=O)N1CCN(c2ccc(NC(=O)c3sc4ccccc4c3Cl)cc2)CC1	-2.1%
O=C(c1oc(=O)c2ccccc2c1-c1ccccc1)N1CCOCC1	-1.8%
CCCC(C(=O)Nc1nccs1)c1ccccc1 (stereo not drawn)	-3.5%
O=C(NCC1CCCO1)c1cc2n(n1)C(C(F)(F)F)CC(c1ccc(F)cc1)N2 (stereo not drawn)	3.7%
Oc1ccc(Cl)cc1/C=N/c1nc2ccccc2[nH]1	7.7%
O=C(Cc1ccc(F)cc1)Nc1ccccc1Br	-10.0%
O=C1NC2(CCCCC2)C(=O)N1CCS(=O)(=O)Oc1ccccc1	-6.7%
O=C1CC(N2CCC(O)CC2)C(=O)N1c1ccc(Br)cc1 (stereo not drawn)	-13.0%
S=C(NCCC(c1ccccc1)c1ccccc1)Nc1ccc(Cl)cc1	-4.0%
Cc1ccc2nc(SCc3nnc(-c4ccccc4)o3)[nH]c2c1	-11.1%
O=C(c1ccccc1)C1CN(c2ccccc2)CC1c1ccc(Cl)cc1 (stereo not drawn)	-2.3%
O=C(Nc1nc(-c2ccc(Cl)s2)cs1)c1ccncc1	-4.6%
Cc1ccc(NC(=O)C(=O)NNC(=O)c2ccccc2C)cc1Cl	-4.9%
CCOC(=O)c1cc(-c2cc3ccccc3o2)nc2c1c(=O)[nH]c(=O)n2CCOC	-17.6%
Cn1nc(CC(=O)Nc2cccnc2N2CCOCC2)c2ccccc2c1=O	-6.1%
COc1ncnc2sc3c(c12)CCCC3	5.6%
COc1cc2c(cc1OC)CN(C(=O)NS(=O)(=O)c1ccc(C)cc1)CC2	2.1%

Next section:
SMILES	EphA4 KYL inhibition
CC(C)CNC(=O)CCc1c[nH]c2ccccc12	12.2%
COCCN(CCOC)C(=O)CC(=O)N(CCOC)CCOC	-14.6%
CC(c1ccccc1)C1C(C#N)=C(N)OC2=C1C(=O)CCC2 (stereo not drawn)	-0.8%
O=C(COC(=O)c1ccccc1NCc1ccco1)Nc1ccc2c(c1)OCO2	6.3%
COc1ccc(C2CC(c3ccc(C)cc3)=NN2C(C)=O)cc1OC (stereo not drawn)	-1.6%
Cc1cccc(S(=O)(=O)c2c(N)n(/N=C/c3cccnc3)c3nc4ccccc4nc23)c1	7.2%
O=C(c1cc([N+](=O)[O-])ccc1N1CCCCC1)N1CCCCC1	-4.4%
O=C(c1cc(Cl)c(=O)n(Cc2ccc(Cl)cc2)c1)N1CCOCC1	-5.0%
CC(C)Cc1nc(SCC(=O)Nc2ccc(S(N)(=O)=O)cc2)n[nH]1	-6.9%
CCCNC(=O)C(Cc1ccccc1)NS(=O)(=O)c1ccc2c(c1)c(=O)n(C)c(=O)n2C (stereo not drawn)	-31.8%
CCOC(=O)c1c(NC(=O)CSc2nnnn2-c2ccc3c(c2)OCCO3)sc(C)c1C	-24.2%
Cc1ccc(N=C(NOC(=O)c2ccccc2)c2nonc2N)c(C)c1	-6.4%
Cc1cc(C)nc(NS(=O)(=O)c2ccc(NC(=O)CCN3C(=O)c4ccccc4C3=O)cc2)n1	-12.2%
CC1=C(C)C(=O)N(c2ccccn2)C1=O	-9.9%
Cc1cc(-c2ccccc2)nc(N(C)NC(=O)c2ccc(Cl)cc2)c1S(C)(=O)=O	-5.9%
O=C1NC(=O)N(c2ccccc2)C(=O)/C1=C\c1cccc(OCc2ccc(F)cc2)c1	4.8%
CCOc1ccc(Nc2nc(-c3sc(NC(=O)c4ccccc4)nc3C)cs2)cc1	4.7%
Nc1cccc(-c2nc3ccccc3s2)c1	-6.9%
CCCN(CCC)C(=O)CSc1nc2ccccc2c(=O)n1CC1COc2ccccc2O1 (stereo not drawn)	-3.2%
CCOc1ccc2[nH]c(=O)c(CN(Cc3cccs3)C(CC)c3nnnn3C(C)(C)CC)cc2c1 (stereo not drawn)	-2.9%
CCOC(=O)N1CCN(c2nc(-c3cccc(OC)c3)cc(C(F)(F)F)n2)CC1	-16.2%
Cc1cc(C)n2nc(CC(=O)NC3CCCC(C)C3C)nc2n1 (stereo not drawn)	-3.5%
Cc1ccccc1N(CC(N)=O)S(C)(=O)=O	2.3%
CC(C)n1nnc2ccccc2c1=O	16.9%
CC(NC(=O)c1ccccc1NC(=O)CSc1nnnn1C)c1ccccc1 (stereo not drawn)	-4.9%
O=C(Nc1ccccc1C(F)(F)F)c1cccnc1	-16.4%
O=C(Nc1cccc(C(F)(F)F)c1)c1cc(-c2cccs2)on1	-9.5%
CCOC(=O)c1[nH]c2ccc(Br)cc2c1NC(=O)CCN1CCN(C(=O)OCC)CC1	-5.9%
CCOC(=O)C1CCCN(CC(=O)Nc2c(C(=O)OC)[nH]c3ccc(Br)cc23)C1 (stereo not drawn)	6.4%
COc1cccc(/C=N/Nc2nn3cnnc3c3ccccc23)c1O	-4.6%

Given with values ahead of the structure: 5 of the compounds above.
EphA4 KYL inhibition	Structure
-16.2%	CCOC(=O)N1CCN(c2nc(-c3cccc(OC)c3)cc(C(F)(F)F)n2)CC1
-3.5%	Cc1cc(C)n2nc(CC(=O)NC3CCCC(C)C3C)nc2n1 (stereo not drawn)
2.3%	Cc1ccccc1N(CC(N)=O)S(C)(=O)=O
16.9%	CC(C)n1nnc2ccccc2c1=O
-4.9%	CC(NC(=O)c1ccccc1NC(=O)CSc1nnnn1C)c1ccccc1 (stereo not drawn)

Further records follow:
SMILES	EphA4 KYL inhibition
Cc1cc(=O)[nH]c(SCC(=O)Nc2ccc(C(=O)O)cc2)n1	1.3%
CC(C)C[C@H](NC(=O)NCc1ccc(Cl)cc1)C(=O)O	2.8%
CC1Cc2ccccc2N1C(=O)COc1cccc(-n2cnnn2)c1 (stereo not drawn)	-7.1%
Cc1ccc(NC(=O)c2cc(N(C)C)ccc2[P+](=O)O)cc1	-11.0%
CCOc1ccccc1-c1nc2c([nH]1)c(=O)n(C)c(=O)n2C	-2.2%
CCCCN(CC)CCCNC(=O)c1cc2cc3ccc(OC)cc3nc2o1	-18.8%
COCc1cc(C)nc(Nc2ccc(C)c(C)c2)c1C#N	-5.5%
CCCCNC(=S)N/N=C1\C(=O)c2cccc3cccc1c23	-8.4%
O=C1CC(c2ccccc2)n2nc(N3C(=O)CCC3=O)nc2N1 (stereo not drawn)	-1.7%
O=C1CCCC/C1=C/Nc1ccc2c(c1)OCO2	-12.1%
CC1=NN(C(=O)c2ccccc2)C(C)(O)C1(C)C (stereo not drawn)	-4.9%
CC1(C)CC(=O)C2=C(C1)Nc1[nH]c(=S)[nH]c(=O)c1C2c1ccccc1 (stereo not drawn)	-8.5%
O=C(Nc1cc(=O)[nH]c2ncnn12)c1ccccc1Cl	-4.2%
Cc1ccccc1OCC(=O)Nc1ccc(-c2ccccc2)cc1	-10.0%
COc1cnc(-c2ccccc2)nc1Oc1cccc(C)c1C	-3.2%
CCCC(C)NS(=O)(=O)c1ccc(OC)c(C)c1 (stereo not drawn)	-1.0%
COc1ccc2nc(NC(=O)Cc3ccc(OC)c(S(=O)(=O)N4CCOCC4)c3)sc2c1	0.9%
CCOC(=O)N1CCN(CC(O)COc2c(OC)cccc2OC)CC1 (stereo not drawn)	-1.9%
COC(=O)c1ccccc1NC(=O)c1ccc(CN2CCc3ccccc3C2)cc1	2.7%
CC(=O)OC(C(=O)NC1CCCCC1)c1ccccc1 (stereo not drawn)	-26.2%
O=C(Nc1ccccc1)c1ccccc1CCc1ccccc1	1.8%
COc1ccccc1/C=N/n1c(-c2ccccc2C)nc2ccccc2c1=O	-5.6%
C/C(=C\C(=O)c1ccccc1)Nc1ccc(N2CCOCC2)cc1	-8.6%
Nc1cc(-c2ccccc2)nn1S(=O)(=O)c1ccc(F)cc1	-1.6%
CCOC(=O)c1[nH]c2ccccc2c1NC(=O)COC	-0.6%
O=C(CCc1nc(-c2ccccc2F)no1)NCCc1ccccc1Cl	-4.4%
CCn1c(SCC(=O)Nc2ccc3c(c2)OCCO3)nnc1-c1cccs1	-1.0%
O=C(NCCOc1ccccc1Cl)c1cccc2ccccc12	1.7%
COC(=O)C1=C(CSCc2ccccc2)NC(=O)NC1c1cc(C)ccc1C (stereo not drawn)	-11.1%
CCC(=O)c1ccc(N2CCN(C(=O)COc3ccc(F)cc3)CC2)c(F)c1	-7.0%

Other results
SMILES	EphA4 KYL inhibition
O=C(c1ccccc1)N1CCN(CC#Cc2ccccc2)CC1	-10.5%
Cc1cccc(N2C(=O)S/C(=C\c3ccccc3)C2=O)c1	-15.2%
O=C(NCC12CC3CC(CC(C3)C1)C2)c1nn2c(c1Cl)NC(c1ccco1)CC2C(F)(F)F (stereo not drawn)	7.1%
Cc1cc(C(=O)O)c2ccccc2n1	-2.2%
CCN1C(=O)c2ccccc2S(=O)(=O)c2ccc(C(=O)N3CCOCC3)cc21	-7.4%
CC(=O)Nc1c(C(=O)O)oc2ccccc12	-5.8%
CC(C(=O)NCCC1=CCCCC1)N1C(=O)c2ccccc2C1=O (stereo not drawn)	-11.4%
CC1=C(C(=O)Nc2ccc(C)cc2)C(c2ccccc2Br)NC(=O)N1 (stereo not drawn)	7.1%
CCN(c1ccccc1)c1ncnc2c1cnn2-c1ccccc1	-10.2%
c1ccc(-c2nnc(-c3ccccc3)c(-c3c[nH]c4ccccc34)n2)cc1	1.9%
CC(C)C(=O)Nc1cc(=O)[nH]c2ncnn12	-9.0%
CC1(C)Cc2ccccc2-c2nc(-c3ccccc3)oc(=O)c21	-3.2%
Cc1ccc2c(c1)NC(=O)C(CC(=O)NCCCN1CCCCC1C)O2 (stereo not drawn)	-0.8%
CC(=O)N1N=C(c2ccc(C)cc2)OC1c1ccc(C)cc1 (stereo not drawn)	-19.7%
COc1cc2[nH]c(=O)n(CCC(=O)NCCC(C)C)c(=O)c2cc1OC	-11.2%
COc1cccc(C=Nc2cccnc2)c1O	-3.6%
CCCc1noc(-c2ccc(C(C)(C)C)cc2)n1	-13.7%
O=C1CCCc2ccccc2N1Cc1ccc(Cl)cc1	-9.2%
Cc1ccc(C)c(C(=O)COC(=O)c2ccccc2N2C(=O)C3C4CCC(C4)C3C2=O)c1 (stereo not drawn)	-2.4%
CC(C)c1ccc2oc(-c3ccc(N)cc3)nc2c1	-1.2%
Cc1nn2c(C(F)(F)F)cc(-c3ccc(Cl)cc3)nc2c1C(=O)N1CCOCC1	-9.4%
Cc1ccc(CCCOC(=O)C[N+]2(C)CCOCC2)cc1	-3.5%
Cc1ccc(NC(=O)c2cc(I)ccc2Cl)cc1	-10.5%
CCOC(=O)CSc1nnc(CNC(=O)c2ccco2)n1C	7.3%
COc1ccccc1/C=C1\S/C(=N/NC(=O)c2cccc(Br)c2)NC1=O	8.9%
CCc1c(C)nc2ncnn2c1N1CCC(C(=O)NCc2ccc3c(c2)OCO3)CC1	-13.9%
O=C(CN1CCC(n2nnc3cc(F)ccc32)CC1)NCc1ccco1	2.4%
CCOCCn1c(SCc2ccc(C)cc2)nc2c1c(=O)[nH]c(=O)n2C	-15.9%
CCOc1ccc(N2C(=O)C=CC2=O)c([N+](=O)[O-])c1	-4.8%
c1csc(-c2nnc(-c3ccc(N4CCOCC4)cc3)o2)c1	-12.5%

(next part)
SMILES	EphA4 KYL inhibition
COc1ccc(NC(=O)CSc2nnc(-c3ccccn3)n2N)cc1Cl	-7.0%
NNc1nc(-c2ccccc2)cc(-c2ccccc2O)n1	-4.7%
Cc1ccc(Cl)cc1NC(=O)c1cccc(N(C)C)c1	-2.2%
OCCN1CCOCCN(CCO)CCOCC1	-12.8%
Cn1c(=O)c2c(nc(CN3CCOCC3)n2CCCO)n(C)c1=O	-4.5%
COc1ccccc1OCCCn1c(=O)oc2ccc(C)cc21	-9.1%
COC(=O)CSc1nnc2n(-c3ccc(OC)cc3)c(=O)c3c4c(sc3n12)CCCCC4	-22.8%
O=C(Nc1ccc2c(c1)OCO2)c1ccc(Br)o1	0.1%
CC(=O)Oc1ccc(-c2cccc(C(=O)Oc3ccccc3)c2)cc1	5.0%
CCOC(=O)c1c(C)[nH]c(C(=O)COC(=O)c2oc3ccc(OC)cc3c2C)c1C	-2.4%
O=C(CN1CCCCCC1=O)OCc1ncc(-c2ccccc2)o1	-4.0%
CCCOc1ccc(CSc2nnc(CCC)n2N)cc1	-1.0%
CCOC(=O)c1ccc(-n2c(C)cc(/C=C3\NC(=S)NC3=O)c2C)cc1	-12.8%
